# V1aR counter – counter-screen for oxytocin receptor agonists: human V1a receptor agonists; CHO-V1R cells, Fluo-8 calcium fluorescence, agonist mode; 0% DMSO, 100% 3 nM vasopressin; activation, % at 3 µM; hit rate 0.25% among 320,000; AID 2797;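 active = activation above the mean activation of all tested compounds plus 3 SD, per screening run, cut at about 20% in these data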;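 note: signal is peak over basal fluorescence ratio across a 100 second FLIPR read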
# Target sequence (P37288 whole entry, looked up): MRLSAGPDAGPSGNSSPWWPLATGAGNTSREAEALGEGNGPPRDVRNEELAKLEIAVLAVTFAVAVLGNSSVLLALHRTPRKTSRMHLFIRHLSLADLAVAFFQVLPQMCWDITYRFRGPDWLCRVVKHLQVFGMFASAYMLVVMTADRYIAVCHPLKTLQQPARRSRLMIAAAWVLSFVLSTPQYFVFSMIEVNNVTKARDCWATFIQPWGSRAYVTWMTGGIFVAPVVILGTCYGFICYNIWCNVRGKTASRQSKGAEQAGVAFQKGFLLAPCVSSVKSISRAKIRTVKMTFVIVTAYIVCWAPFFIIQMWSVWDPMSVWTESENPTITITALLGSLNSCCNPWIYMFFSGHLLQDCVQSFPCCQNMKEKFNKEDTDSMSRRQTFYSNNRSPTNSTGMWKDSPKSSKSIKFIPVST
# CHO-K1 Ca antag – nonselective inhibitor or artifact in parental CHO-K1 cells | inhibition, % at 3 µM | hit rate 0.6% among 360,000 | ATP-induced calcium, Fluo-8 fluorescence | AID 602250;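 active = inhibition above a per-plate cutoff, the plate's mean sample inhibition plus 3 SD, cut at about 24% in these data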;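 note: 0% = DMSO plus EC80 ATP and 100% = DMSO alone without ATP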
# OXTR potentiate – human OXTR potentiation. AID 2445. activation, % at 3 µM. hit rate 0.061% among 320,000. CHO-OTR cells, Fluo-8 calcium fluorescence, potentiator mode; 0% = oxytocin EC15, 100% = EC100. P30559;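 active = activation above that plate's cutoff, the mean activation of tested compounds plus 3 SD, cut at about 6.6% in these data, passing the limit was not always enough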;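 note: 100% uses oxytocin at 75 nM as the full agonist control; some results filed as inactive read as strong as hits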
#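 System: human OTR in CHO cells / Also added: sub-maximal oxytocin, roughly EC15 / Control set: EC15 oxytocin low, 75 nM oxytocin high / Schedule: 6 min compound pre-incubation at room temperature, 100 s kinetic read / Compound: single-point 3.0 µM / Replication: singlicate / Technique: Fluo-8 calcium dye fluorescence / Read-out basis: % activation of max/min ratio relative to oxytocin controls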
# M1 PAM parental – counter-screen for M1 PAMs: effect in parental CHO-K1 cells; ATP EC20, Fluo-8 calcium fluorescence; 0% at ATP EC20, 100% at ATP max; activation, % at 3 µM; hit rate 0.02% among 360,000; AID 602247;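 active = activation above the run cutoff, the mean activation of all test compounds plus 3 SD, cut at about 40% in these data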;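 note: peak over basal fluorescence ratio in a 140 s read after ATP addition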
# CHO-K1 Ca ag – nonselective activator or artifact in parental CHO-K1 cells | activation, % at 3 µM | Fluo-8 calcium fluorescence; scaled to maximal ATP response, vehicle zero | AID 602248 | hit rate 0.48% among 360,000; in the data active = activation above about 15%;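 note: untransfected CHO-K1 host cells lacking M1 receptor as counterscreen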
# M1 ag – human M1 muscarinic receptor agonism | CHO-K1 hM1, Fluo-8 calcium fluorescence, agonist mode; 0% DMSO, 100% acetylcholine EC100 | activation, % at 3 µM | hit rate 0.33% among 360,000;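 active = activation above the run's mean compound activation plus 3 SD, cut at about 16% in these data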;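 note: peak over basal fluorescence ratio within a 140 s kinetic read after compound addition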
# Target sequence (P11229 whole entry, looked up): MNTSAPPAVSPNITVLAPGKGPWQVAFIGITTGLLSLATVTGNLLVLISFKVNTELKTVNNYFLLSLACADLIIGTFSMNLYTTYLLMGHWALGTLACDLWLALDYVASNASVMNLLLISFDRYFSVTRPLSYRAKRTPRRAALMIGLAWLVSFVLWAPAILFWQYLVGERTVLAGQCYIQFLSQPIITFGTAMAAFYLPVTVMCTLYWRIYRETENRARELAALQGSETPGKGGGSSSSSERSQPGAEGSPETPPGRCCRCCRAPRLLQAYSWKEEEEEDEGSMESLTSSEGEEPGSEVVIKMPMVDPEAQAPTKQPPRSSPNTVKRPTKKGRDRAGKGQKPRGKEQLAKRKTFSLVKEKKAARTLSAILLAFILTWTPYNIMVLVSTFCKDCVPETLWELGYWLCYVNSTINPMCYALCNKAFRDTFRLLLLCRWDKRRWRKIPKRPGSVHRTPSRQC
# TAAR1 ag – agonists of human TAAR1; hit rate 0.99% among 360,000; AID 624467; CHO RD-HGA16 TAAR1, Fluo-8 calcium fluorescence; vehicle wells 0%, saturating PEA agonist 100%; activation, % at 3 µM; Q96RJ0;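 active = activation above the mean activation of all test compounds in the run plus 3 SD, cut at about 38% in these data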
#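 Benchmarks: low control DMSO, high control PEA (EC100); System: CHO RD-HGA16 cells carrying human TAAR1 plus Gα16; Detection: Fluo-8 fluorescence, 5 s baseline then 140 s kinetic read; Schedule: 17-24 h plating, Fluo-8 75 min 37 °C, 30 min RT; Read-out basis: % activation from peak over basal fluorescence ratio, DMSO-to-PEA scaled.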
# TAAR1 antagonist – human TAAR1 antagonism. CHO RD-HGA16 TAAR1, Fluo-8 calcium fluorescence, antagonist. inhibition, % at 3 µM. hit rate 1.5% among 360,000. AID 624466;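 active = inhibition above a per-plate cutoff, the mean inhibition of test compounds on that plate plus 3 SD, cut at about 49% in these data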;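 note: 0% = DMSO plus EC80 beta-PEA response and 100% = DMSO alone without agonist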
#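 Test system: hTAAR1-expressing CHO RD-HGA16 cells, Gα16-coupled; Probe or stimulus: EC80 β-phenethylamine stimulus; Compound dosing: single nominal final test compound concentration of 3 µM; Timing: 140 s kinetic read after compound, 140 s after agonist; Signal: Fluo-8 calcium-sensitive fluorescence; Measure: % inhibition of agonist calcium response; Controls: DMSO and EC80 PEA controls.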
# CHO parental Ca – signal in parental CHO cells, OX1R antagonist counter-screen. parental CHO-K1, ATP-induced calcium, Fluo-8 fluorescence. inhibition, % at 5.6 µM. hit rate 0.63% among 330,000. AID 463079;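 active = inhibition above that plate's mean sample inhibition plus 3 SD, cut at about 26% in these data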;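 note: 0% = ATP-challenged DMSO wells and 100% = DMSO wells without ATP; some compounds past the cut are filed as inactive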
#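 Test system: parental CHO cells; detection: calcium-sensitive Fluo-8 fluorescence; evaluation: percent inhibition of calcium signal; also added: ATP as calcium-mobilizing challenge; repeats: one well per compound; control set: ATP-challenged DMSO wells low, unchallenged DMSO wells high; compound: single nominal dose of 5.6 µM per compound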
# The depositor's hits bear a star; . = no result given.
# Order of results: TAAR1 antagonist	OXTR potentiate	V1aR counter	CHO parental Ca	TAAR1 ag	CHO-K1 Ca ag	M1 PAM parental	CHO-K1 Ca antag	M1 ag
- COc1cccc(CNC(=O)CN2C(=O)NC(Cc3ccccc3)(c3ccccc3)C2=O)c1 (centres undefined)
 : 8	-4	1.3	-26	4	3.4	8	-13	-3
- Cc1ccc(-n2c(=O)c3c4c(sc3n(Cc3cc(=O)n5ccccc5n3)c2=O)CCC4)cc1C
 : 7	-5	0.0	-13	5	-0.1	-11	18	-10
- Cc1c(C)c2ccc(OCC(=O)NC3CCN(Cc4ccccc4)CC3)cc2oc1=O
 : -27	3	-0.9	-24	1	1.2	13	-20	-5
- CCOC(=O)c1[nH]cnc1C(=O)NC(C)C
 : 2	-7	2.0	24	-1	0.6	19	-9	0
- CCCN(C(=O)c1ccc(N2CCCC2=O)cc1)c1c(N)n(Cc2ccccc2)c(=O)[nH]c1=O
 : -8	7	0.1	-15	0	0.2	5	-7	-3
- COc1ccccc1N1CCN(S(=O)(=O)CCNC(=O)CCc2ccccc2)CC1
 : 21	.	.	.	4	7.9	10	3	2
- CC(C)CN1C(=O)N(c2ccc(Cl)cc2)C(C)(O)CC1(C)C (centres undefined)
 : -33	-13	-1.4	-8	-3	-0.7	8	-16	-7
- CCS(=O)(=O)N1CCC(C(=O)NCCN2CCOCC2)CC1
 : -17	-10	-1.0	-9	7	-0.1	9	-3	-2
- CC1(C)Cc2c(cnn2-c2ccccc2)C(NC(=O)CCN2CCCC2=O)C1 (centres undefined)
 : -41	3	-0.1	-15	1	0.4	-6	2	-2
- COc1ccc(OC)c(C2C3=C(COC3=O)Nc3cc4c(cc32)OCO4)c1 (centres undefined)
 : -14	-5	3.0	-18	19	1.9	25	-9	-6
- C/C(=N\NC(=S)Nc1c(C)cccc1C)c1ccc(OC(F)F)cc1
 : 20	-9	-0.3	-6	4	0.7	10	-3	-5
- CC(=O)c1cccc(N(C(=O)c2ccccn2)C(C(=O)NC2CCCCC2)c2cccs2)c1 (centres undefined)
 : -10	0	-0.4	-24	1	1.9	-5	7	-5
- Cc1cnc(C(=O)OCC(=O)N2CC(C)CC(C)C2)cn1 (centres undefined)
 : -3	0	0.9	-4	6	0.4	17	-16	-3
- O=C(CSc1nnc(CNC(=O)c2c(F)cccc2Cl)o1)NCc1ccc(F)cc1
 : -14	-9	0.6	-5	4	0.7	3	1	-4
- CC(C)CN(C(=O)CN1C(=O)NC2(CCc3ccccc32)C1=O)C1CCS(=O)(=O)C1 (centres undefined)
 : -6	-7	0.5	-3	5	0.8	14	-21	-4
- CC(Cl)C(=O)N1c2ccccc2CCc2ccccc21 (centres undefined)
 : 0	2	-0.7	-4	0	0.0	14	-7	-10
- O=C1CSc2cc(Cl)ccc2N1
 : -29	.	.	.	2	-0.3	2	-8	-4
- COCCN(C(=O)Nc1ccccc1)c1ccccc1C
 : -11	-3	-1.1	-9	2	-0.3	-7	7	-2
- CN(C)c1ccc(CNCc2cccnc2)cc1
 : -28	-2	1.2	2	0	1.4	-23	7	7
- CCOC(=O)C(=NCCCN(C)C)NNc1ccc(Br)cc1
 : 6	-2	0.3	-10	10	-0.2	5	0	-3
- COC(=O)[C@H](C)NC(=O)NCCC1=CCCCC1
 : -21	-4	-0.4	-11	1	0.0	-24	18	-4
- CC(C)C[C@@H]1CN(CCCC[C@H]2CNC(=O)C(=O)N2CCC2CCCCC2)C(=O)C(=O)N1CCc1ccc(O)cc1
 : -26	.	.	.	3	0.1	14	-14	.
- CC1CC(NC(=O)c2c(O)nc3sccn3c2=O)CC(C)(C)C1 (centres undefined)
 : -28	-10	-1.6	-12	-1	-0.1	5	-4	1
- COc1ccc(-c2cnc3c(NC(C)=O)cc(-c4ccc(C(=O)NC5CC5)cc4)cn23)cc1OC
 : -47	.	.	.	-2	-0.8	14	-7	-9
- COc1ccccc1N1CC(O)=C(c2nc3ccccc3s2)C1=N
 : 12	-2	1.3	-9	12	1.4	19	0	-7
- O=C(Nc1cccc2ncccc12)c1ccco1
 : 2	-12	0.1	0	2	1.0	12	-18	-6
- O=S(=O)(c1ccc2[nH]ccc2c1)N1CCCCCC1
 : 2	-10	0.7	-15	0	0.5	6	-13	-4
- CCN1CCN(C(=O)CN(C)S(=O)(=O)c2cc(C)ccc2OC)CC1
 : 26	-7	-0.9	8	-1	0.0	-4	-9	-7
- COc1ccc(CNCC(O)(c2ccc(Cl)cc2)c2ccc(Cl)cc2)cc1
 : 10	-9	2.4	-16	34	3.9	25	5	-1
- Cc1cc(C(=O)Nc2cccc(S(=O)(=O)N3CCOCC3)c2)c2ccccc2n1
 : 9	-3	1.4	-26	5	2.2	2	-4	-2
- CCC(NC(=O)NC1=NCCS1)(C(F)(F)F)C(F)(F)F
 : 12	-9	-0.1	0	8	0.1	-4	7	-1
- CCN(CC)C(=O)[C@H]1CC(CC(=O)NCc2ccco2)C(=O)N2CCc3c([nH]c4ccccc34)[C@]12C (some centres undefined)
 : 10	-4	-0.7	-13	1	0.0	8	-2	-7
- CC1CN(C(=O)CSc2nnc(-c3cccs3)n2N)CC(C)O1 (centres undefined)
 : 5	-10	0.3	-10	3	0.5	16	-18	0
- CCCCC1=CC2=C(c3ccco3)C(=O)C(C)(OC(=O)c3ccc(OC)cc3)C(=O)C2=CN1C1CCCCC1 (centres undefined)
 : .	0	-0.3	3	.	0.0	14	-17	-6
- CCNC(=O)c1sc(=S)n(-c2ccc(C)cc2)c1N
 : 9	-3	-0.3	0	17	0.7	28	-16	-4
- CC(C)Oc1ccc(/C(O)=C2/C(=O)C(=O)N(CCN(C)C)C2c2cccs2)cc1 (centres undefined)
 : 7	-2	0.6	-6	1	0.1	5	-3	-5
- Cc1nn(CC(=O)NCc2ccc(-n3cccn3)cc2)c(C)c1[N+](=O)[O-]
 : 13	-8	-0.1	-11	1	0.8	-1	6	-7
- Cc1nc2ncnn2c(C)c1CCC(=O)NC(C)CCc1ccco1 (centres undefined)
 : 9	1	1.0	-5	3	0.0	2	-6	-4
- O=C(/C=C/c1ccc2c(c1)OCO2)N1CCCCC1
 : -7	.	.	.	6	1.4	20	-11	1
- COC(=O)COc1ccc(-c2ccccc2)cc1C=O
 : 6	-4	0.1	2	4	3.8	17	-12	-5
- O=C(Nc1ccc2ccccc2c1)c1cn(-c2ccccc2)nc1-c1cccs1
 : 21	0	2.4	-10	1	-0.3	-3	12	-7
- Cn1c2ccccc2c(=O)c2ccc(NCc3ccc4c(c3)OCO4)cc21
 : 27	.	.	.	6	0.7	10	0	-8
- CCc1ccccc1NC(=O)CN(C)C(=O)CSc1nnc(Nc2cccc(C)c2C)s1
 : 14	-9	4.3	-6	7	4.8	12	0	-4
- Cc1ccsc1C(=O)OCc1cc(=O)n2ccsc2n1
 : -3	-4	0.5	-10	21	1.0	8	-9	-5
- O=C(/C=C/c1ccc(Cl)c([N+](=O)[O-])c1)NCc1cccnc1
 : 4	-7	2.2	-2	8	0.8	1	-6	-3
- CC(C)c1cc(C(=O)O)n(-c2ccccc2)n1
 : 4	-2	1.1	-11	6	0.7	10	-15	-3
- O=C(COc1ccc(C(=O)O)cc1)Nc1cccc(C(F)(F)F)c1
 : 15	5	-0.1	-3	4	0.4	-4	-11	-2
- CCCCCN(C(=O)NC(=O)Nc1ccccc1OC)S(C)(=O)=O
 : 16	-1	0.3	-4	4	-0.3	-16	8	-2
- COC(=O)Nc1ccc(S(=O)(=O)N2CCCC(C(=O)Nc3cccnc3)C2)cc1 (centres undefined)
 : 5	-11	-0.3	-6	9	1.0	-3	-13	-1
- Cc1ccc2cccc(OCCCOc3ccccc3F)c2n1
 : 25	-13	0.3	-13	4	2.4	2	-2	-5
- CN1CCN(C2CN(Cc3cn(Cc4cccc(Cl)c4)nn3)S(=O)(=O)C2)CC1 (centres undefined)
 : -12	.	.	.	3	-0.2	-4	-6	.
- COc1cc(/C=N/NC(=O)Cn2cnc3ccccc3c2=O)ccc1O
 : -6	-1	-0.6	-12	0	-0.3	1	-6	-2
- COc1ccccc1NC(=O)CSc1nc(SC)ns1
 : 4	-9	1.0	-13	-4	-0.3	-17	6	0
- Cc1nnc2ccc(N3CCCCC3)nn12
 : -10	-17	0.1	-10	0	4.0	-11	16	-4
- Cc1nc(C(=O)NCC(=O)c2ccccc2)c(C(F)(F)F)o1
 : -42	-6	-1.8	1	1	5.2	6	-11	-2
- CC(C)=CCC/C(C)=C/CNC(=O)C[C@H]1C[C@H](C(=O)N2CCOCC2)[C@@]2(CCC3CCCC3)c3[nH]c4cc(-c5ccco5)ccc4c3CCN2C1=O
 : -15	.	.	-23	0	1.0	27	-15	-5
- Cc1ccc(C(=O)NNC(=O)CCOc2cccc(C)c2)cc1
 : -15	-6	-0.6	-1	1	-0.3	-6	-10	-3
- CCn1cc(CNC(=S)Nc2cccc3ccccc23)cn1
 : 10	-7	0.3	-7	15	0.3	14	-12	-5
- CC1(C)CC(=O)C(=Cc2cn(-c3ccccc3)nc2-c2ccc(Cl)cc2)C(=O)C1
 : 4	-6	-0.3	9	1	0.1	10	-16	-2
- O=C(O)CCN1C(=O)/C(=C/c2cn(-c3ccccc3)nc2-c2cccs2)SC1=S
 : 35	.	.	.	8	-0.1	15	-1	-8

# (list continues)
# Order of results: TAAR1 antagonist	OXTR potentiate	V1aR counter	CHO parental Ca	TAAR1 ag	CHO-K1 Ca ag	M1 PAM parental	CHO-K1 Ca antag	M1 ag
- O=C(c1nc2ccccn2c1CNCCn1ccc2ccccc21)N1CCOCC1
 : -9	2	-0.2	-37	2	1.4	12	-15	-6
- O=[N+]([O-])c1ccc(N=Nc2ncc[nH]2)cc1
 : 3	.	.	.	6	-0.5	-8	-8	-2
- Cc1cccc(NC(=O)C2CCCN(S(=O)(=O)c3ccc4[nH]c(=O)ccc4c3)C2)c1 (centres undefined)
 : 4	3	-0.8	-11	1	0.2	-4	0	-6
- CC1Cc2nc(SCC(=O)NCC3CCCO3)n(-c3ccccc3)c(=O)c2S1 (centres undefined)
 : 3	.	.	.	0	0.1	4	-12	0
- CCOc1ccccc1NC(=S)Nc1ccc(S(N)(=O)=O)cc1
 : 1	-7	0.8	-4	2	-0.4	-13	9	1
- CSc1ccc(NC(=O)N2CC=C(n3c(=O)[nH]c4ccccc43)CC2)cc1
 : 46	-2	13	-18	16	7.0	1	9	-4

# Outcome played no part in choosing rows; about 3.3% have a hit in one of these screens.
